# ELG1 repair inh = ELG1-dependent DNA repair inhibition | Potency, µM (highest dose often 46.1 µM), inactives show at the highest dose activity change, negative = inhibition, usual class: inhibitors | 330,000 tested, 2.3% active | HEK293T ELG1-luciferase reporter, luminescence, 16 h; DNA damage induced by 5-fluorouridine; note: potency is the fitted concentration of half-maximal effect; % is set by controls: 0 for no effect and ±100 for the full control effect; nearly all actives have a fitted effect of over 55% in size
#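 Overnight (16 hr) co-exposure of 2,000 cells/well to 5-fluorouridine and compound at 37 °C preceded detection. Luciferase was quantified via ONE-Glo luminescence; loss of signal denotes inhibition.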
# Gal4-VP16 FLuc = counter-screen for ROR gamma inhibitors: Gal4-VP16 reporter; Drosophila S2 Gal4-VP16 UAS-luciferase, luminescence, 20 h; Potency, µM (series often up to 53.6 µM), for inactives: at the highest dose activity, negative = inhibition, actives largely listed as inhibitors; 310,000 tested, 3.5% active;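 note: Gal4-VP16 expression switched on by copper sulfate through the metallothionein promoter; potency is the fitted concentration of half-maximal effect; % is set by controls: 0 for no effect and ±100 for the full control effect; nearly all actives have a fitted effect of over 50% in size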
# Rab9 promoter act = activators of Rab9 promoter; Huh7 Rab9 promoter-luciferase reporter, luminescence, 24 h; Potency, µM (doses to about 9.22 µM), for inactives: top-dose activation, negative = inhibition, actives largely listed as activators; 320,000 tested, 2.8% active; note: potency is the fitted concentration of half-maximal effect; % of control where 0% means no effect; nearly all actives have a fitted effect of over 60% in size
#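 Using Huh7 cells stably transfected with Rab9 promoter–luciferase, compounds were incubated 24 h at 37 °C, 5% CO2; luciferase luminescence was read 10 min after reagent addition.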
# NPC1 promoter act = activators of NPC1 promoter. Huh7 NPC1 promoter luciferase reporter, 24 h. Potency, µM (top dose mostly 9.22 µM), for inactives: at the top dose activation, hits mostly activators. 320,000 tested, 2.4% active. AID 485313;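 note: potency is the fitted concentration of half-maximal effect; % of control where 0% means no effect; nearly all actives have a fitted effect of over 60% in size; reporter is driven by a mutant NPC1 promoter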
#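 Luminescence from an NPC1 promoter-driven luciferase reporter in stably transfected Huh7 cells was measured after 24 h compound treatment at 37 °C, followed by 10 min ambient incubation with luciferase detection reagent.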
# FLuc modulator = counter-screen for miR-21 project: firefly luciferase inhibitors or activators; P08659; purified FLuc, Km substrates, luminescence inhibition; Potency, µM (series often up to 57.5 µM), for the others: at the highest dose activity change, negative = inhibition, most hits filed as inhibitors; 360,000 tested, 6.9% active; AID 588342;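 note: potency is the fitted concentration of half-maximal effect; plate controls were vehicle for no effect and reference inhibitor for full effect; nearly all actives have a fitted effect of over 55% in size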
#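 Purified P. pyralis luciferase (10nM final) with 10uM D-luciferin and 10uM ATP (Km levels) in 50mM Tris acetate pH 7.5, 10mM Mg acetate, 0.01% Tween-20, 0.05% BSA; qHTS 6-point titration, ~60 µM downward; luminescence read.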
# Tb PFK block = T. brucei PFK enzyme inhibition; O15648; T. brucei PFK, ADP-Glo luminescence; Potency, µM (series often up to 57.5 µM), for inactives: at the highest dose activity, negative = inhibition, actives largely listed as inhibitors; 330,000 tested, 0.17% active; AID 485367;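 note: potency is the fitted concentration of half-maximal effect; 0% = uninhibited 1x PFK enzyme wells and -100% = no-enzyme wells; nearly all actives have a fitted effect of over 60% in size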
# Target sequence (O15648 whole entry, looked up): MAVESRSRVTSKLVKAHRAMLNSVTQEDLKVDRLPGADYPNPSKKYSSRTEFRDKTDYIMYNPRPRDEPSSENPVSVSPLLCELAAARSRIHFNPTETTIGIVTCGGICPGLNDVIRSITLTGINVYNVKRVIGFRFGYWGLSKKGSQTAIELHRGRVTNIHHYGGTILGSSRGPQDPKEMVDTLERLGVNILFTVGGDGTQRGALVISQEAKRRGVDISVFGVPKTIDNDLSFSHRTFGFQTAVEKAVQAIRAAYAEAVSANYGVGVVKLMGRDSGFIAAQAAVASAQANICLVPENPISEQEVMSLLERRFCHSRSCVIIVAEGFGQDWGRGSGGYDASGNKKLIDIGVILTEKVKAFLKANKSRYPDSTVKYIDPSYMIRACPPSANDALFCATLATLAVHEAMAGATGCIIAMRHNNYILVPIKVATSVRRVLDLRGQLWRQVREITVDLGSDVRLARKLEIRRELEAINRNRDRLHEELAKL
#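 PFK 1.25 nM, F6P 0.5 mM, ATP 0.1 mM, 0.1 M TEA pH 8.0, 5 mM MgCl2, 0.01% Tween20, 0.1% BSA; 45 min RT. ADP-Glo readout. qHTS titration up to 57 uM; curves fitted, compounds curve-classed.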
# p53 reactivation = restores transcriptional activity of mutant p53. H1299 p53-A138V BP100-luciferase reporter, luminescence, 24 h. Potency, µM (top dose mostly 92.2 µM), for the others: top-dose activity change, positive = activation, hits mostly activators. 320,000 tested, 0.063% active. AID 504706; note: potency is the fitted concentration of half-maximal effect; % of control where 0% means no effect; nearly all actives have a fitted effect of over 45% in size
#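 p53-null H1299 cells stably carrying temperature-sensitive p53-A138V and a BP100-luciferase reporter were pinned with compounds (4-point, 1:5 series) and held 24 hrs at 37 deg C. Luminescence was read 10 min after detection reagent.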
# RORgamma inh = blocks mouse ROR gamma transcriptional activity | P51450 | Drosophila S2 Gal4-RORgamma UAS-luciferase reporter, 20 h | Potency, µM (series often up to 53.6 µM), without a hit: at the top dose activity change, negative = inhibition, hits mostly inhibitors | 310,000 tested, 5.4% active | AID 2551; note: potency is the fitted concentration of half-maximal effect; % is set by controls: 0 for no effect and ±100 for the full control effect; nearly all actives have a fitted effect of over 60% in size
# Target sequence (P51450 whole entry, looked up, the tested form may be a part): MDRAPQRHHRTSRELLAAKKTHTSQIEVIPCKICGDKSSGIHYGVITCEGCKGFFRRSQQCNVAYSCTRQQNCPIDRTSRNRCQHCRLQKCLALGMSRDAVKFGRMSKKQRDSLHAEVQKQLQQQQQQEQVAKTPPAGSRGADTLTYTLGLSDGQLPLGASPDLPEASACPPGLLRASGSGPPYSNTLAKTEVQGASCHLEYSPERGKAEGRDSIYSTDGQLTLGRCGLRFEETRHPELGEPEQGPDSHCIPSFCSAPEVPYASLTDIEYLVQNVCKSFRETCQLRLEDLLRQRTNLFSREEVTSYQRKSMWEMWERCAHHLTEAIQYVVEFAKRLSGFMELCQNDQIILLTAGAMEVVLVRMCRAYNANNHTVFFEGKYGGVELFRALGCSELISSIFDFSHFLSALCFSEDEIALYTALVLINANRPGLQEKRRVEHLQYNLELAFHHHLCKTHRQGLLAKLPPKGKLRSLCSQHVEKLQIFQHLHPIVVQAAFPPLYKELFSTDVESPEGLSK
#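 Compounds are pin-transferred onto Drosophila Schneider cells expressing a copper-inducible Gal4–ROR gamma transactivation domain fusion. After 1 hr, copper sulfate is added to 700 uM final; luciferase is read 20 hr later.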
# ELG1 genotoxic = genotoxicity induction in ELG1-luciferase HEK293T cells; 330,000 tested, 1.3% active; Potency, µM (highest dose often 46 µM), for inactives: at the top dose activity change, positive = activation, most hits filed as activators; AID 504466; HEK293T ELG1-luciferase reporter, luminescence, 16 h; note: potency is the fitted concentration of half-maximal effect; % of control where 0% means no effect; nearly all actives have a fitted effect of over 60% in size
#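 Genotoxicity was scored as increased ELG1-luciferase reporter signal, measured by ONE-Glo luminescence (30 min, room temperature). Compound or vehicle exposure of the HEK293T reporter cells lasted 16 hr at 37°C.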
# TRPV1 agonist = human TRPV1 agonism; TRPV1-expressing cells, Fluo-8 calcium influx, agonist mode; activation, % at 8.33 µM; 320,000 tested, 0.19% active; AID 540275; in the data active = activation above about 80%; inconclusive = between about 30% and that limit; note: 0% is about no effect
#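 TRPV1-expressing cells were cultured overnight at 35.5C and loaded with Fluo-8 calcium dye for 40 to 90 min at room temperature. After a 10 s baseline, compound was added and calcium influx was read kinetically for 3 min (ex 480/em 520 nm).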
# BRCA1 expr up = activators of BRCA1 expression. Potency, µM (series often up to 46.1 µM), for inactives: top-dose activation, hits mostly activators. 380,000 tested, 1.1% active. MCF7-BRCA1-FFLuc reporter, luminescence, 48 h; response scale: scaled: vehicle 0%, 10 µM genistein 100%; note: potency is the fitted concentration of half-maximal effect; nearly all actives have a fitted effect of over 80% in size; some results filed as inactive show a strong effect at the top dose
#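 Compounds are tested at multiple concentrations on MCF7 BRCA1-luciferase reporter cells seeded at 2000 per well; after 48 h, a single luminescence end-point is taken and curves fitted to the normalized data.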
# * hit, by the source's call; ? = inconclusive; . = no result given; [ ] = remark or other dose. Unless noted, calls come from the whole dose curve; as a rule, active = well fitted curve in the direction sought with a large enough effect; inconclusive = small, poorly fitted or top-dose-only effect, or another doubt; inactive = no such curve, though single readings can be large; an effect the other way counts as inactive or inconclusive. This is a random part of the collection; overall some 15% were active at least once.
SMILES,ELG1 repair inh,Gal4-VP16 FLuc,Rab9 promoter act,NPC1 promoter act,FLuc modulator,Tb PFK block,p53 reactivation,RORgamma inh,ELG1 genotoxic,TRPV1 agonist,BRCA1 expr up
CCc1ccc(/C=C(\C)C(=O)c2c(C)cc(C)[nH]c2=O)cc1,?,?,13.2%,2.3%,-3.6%,-4.4%,-0.1%,4.7%,-11.5%,5.2,4.4%
O=C(CC(n1cncn1)C(Cl)(Cl)Cl)c1ccc([N+](=O)[O-])cc1 (stereo not given),0.0%,?,-4.7%,-5.0%,-3.4%,-11.8%,13.1%,?,-5.4%,-3.3,-82.6%
Cc1cccc(N(CC(=O)NC2CCCC2)C(=O)CCC(=O)Nc2nc(C)cs2)c1,-4.2%,-1.8%,-3.0%,0.7%,0.8%,15.9%,-8.3%,44.3%,-6.8%,0.7,-9.7%
N#Cc1c(-c2ccco2)cc(-c2ccc(F)cc2)nc1N,-12.1%,?,14.5%,0.8%,-16.0%,-1.6%,3.4%,23.1%,2.0%,-2.3,-64.9%
COc1ccccc1CNC(=O)[C@H](NC(=O)C1CCN(C(=O)[C@@H](N)CCSC)CC1)C(C)C,?,-6.1%,-1.0%,-5.3%,8.5%,-2.1%,.,-8.6%,2.7%,2.2,-5.4%
CC(=O)Nc1ccc2c(c1)CCC2=O,14.6%,2.8%,-1.4%,-0.2%,-1.1%,-6.4%,-5.5%,-13.3%,0.4%,-2.4,8.6%
CCOC(=O)c1ccc(N=Cc2c(O)c3ccccc3oc2=O)cc1,23.9%,25.5%,-2.0%[1.84 µM],-8.9%,?,7.4%,6.7%,-27.2%,-1.8%,1.1,-30.8%
CCOc1ccc(NCc2cccn2-c2nnc(N3CCC(C(=O)NCCCN4CC(C)CC(C)C4)CC3)s2)cc1 (stereo not given),5.8%,-10.8%,-5.2%,-0.9%,-1.9%,1.2%,26.1%,-38.1%,?,3.0,-54.2%
Cc1sc2ncn(CC(=O)N3CCN(c4ccccn4)CC3)c(=O)c2c1S(=O)(=O)N1CCCCC1,-11.0%,-9.8%,5.3%,-0.6%,0.1%,-0.6%,0.5%,16.7%,9.9%,-2.4,-24.8%
CCOC(=O)c1c(C)nc2c(c1-c1cc(OC)c(OC)c(OC)c1)C(=O)c1ccccc1-2,-16.7%,2.9%,-6.5%,-2.4%,7.0%,4.7%,-4.3%,11.1%,-2.2%,-0.7,-0.2%
CCn1c(C(=O)N2CCC(Cc3ccccc3)CC2)cc2sccc21,0.6%,3.3%,-5.5%,1.0%,-10.1%,1.1%,10.2%,7.6%,-4.2%,?,0.7%
O=C(CCNS(=O)(=O)c1c(Cl)cccc1Cl)OCC(=O)c1ccccc1F,?,-3.3%,0.3%,1.1%,-7.4%,-1.8%,0.6%,-2.6%,-4.4%,-3.0,10.3%
COc1ccc(S(=O)(=O)N2CCCC2C(=O)Nn2cnnc2)cc1 (stereo not given),-0.8%,4.7%,-0.4%,4.7%,2.5%,-6.6%,9.2%,20.0%,-9.2%,0.9,-0.8%
CN(c1cccc(NC(=O)c2ccc(C(C)(C)C)cc2)c1)S(C)(=O)=O,?,?,?,10.6%,0.477µM*,-4.2%,11.1%,-75.6%,-16.4%,?,?
COc1ccc2[nH]c3c(c2c1)CCN1C(=O)C(CC(=O)NCCc2ccccn2)C[C@H](C(=O)N(C(C)C)C(C)C)[C@@]31C (stereo not given in full),13.3%,.,.,.,.,-0.4%,4.4%,.,-1.6%,.,-8.5%
O=C(CCc1nc(-c2ccccc2)no1)NCc1ccco1,8.0%,-5.4%,5.1%,-4.9%,0.8%,0.5%,-2.8%,25.0%,0.9%,-0.7,6.7%
CN1C(=O)/C(=C/c2ccc(OCc3ccccc3F)cc2)N(C)C1=S,?,-13.2%,4.7%,19.0%,?,-0.4%,20.2%,25.1%,4.0%,3.2,59.3%
O=S(=O)(NCc1ccc(Cl)cc1)c1cnc[nH]1,3.6%,.,-0.6%,-0.5%,7.1%,-14.5%,0.9%,7.2%[0.365 µM],2.9%,-0.2,30.2%
COc1ccc(NC(=O)CCNC(=O)C2CCN(S(=O)(=O)c3ccc(OC)cc3)CC2)cc1,13.4%,-2.1%,-3.2%,-4.4%,0.9%,1.7%,-1.7%,1.8%,-0.4%,0.7,2.9%
O=C(CN1C(=O)NC2(CCCCCC2)C1=O)N1CCN(S(=O)(=O)c2ccccc2)CC1,1.5%,15.5%,2.6%,-2.4%,1.3%,-3.1%,2.8%,16.7%,-0.7%,3.1,-36.7%
NC(=O)C1CCN(C(=O)Cc2ccsc2)CC1,-8.6%,23.2%,2.6%,1.8%,-4.7%,0.1%,14.7%,12.8%,2.8%,-1.4,15.4%
N#Cc1cc2c(nc1SCC(=O)N1CCCCC1)CCCCC2,.,29.7%,.,.,?,.,.,-40.4%,.,25.5,42.2%
CCOC(=O)N1CCN(c2nc3ccccc3nc2C(C#N)C(=O)NCCc2ccccc2)CC1 (stereo not given),?,-1.5%,-0.7%,-10.1%,1.5%,-2.3%,-3.9%,24.1%,-10.9%,9.0,-23.3%
Cc1ccc(C(=O)NCCc2nnc(SCC(=O)Nc3nc(-c4ccccc4)cs3)n2C)cc1,?,-13.1%,28.7%,12.8%,-3.5%,-0.3%,17.8%,18.1%,12.6%,0.9,43.8%

# Reprinted from the part before: 2 entries, followed by the next part.
SMILES,ELG1 repair inh,Gal4-VP16 FLuc,Rab9 promoter act,NPC1 promoter act,FLuc modulator,Tb PFK block,p53 reactivation,RORgamma inh,ELG1 genotoxic,TRPV1 agonist,BRCA1 expr up
CCOC(=O)N1CCN(c2nc3ccccc3nc2C(C#N)C(=O)NCCc2ccccc2)CC1 (stereo not given),?,-1.5%,-0.7%,-10.1%,1.5%,-2.3%,-3.9%,24.1%,-10.9%,9.0,-23.3%
Cc1ccc(C(=O)NCCc2nnc(SCC(=O)Nc3nc(-c4ccccc4)cs3)n2C)cc1,?,-13.1%,28.7%,12.8%,-3.5%,-0.3%,17.8%,18.1%,12.6%,0.9,43.8%
CCOc1ccc(Oc2c(/C=N/NC(=O)C3CC3)c(C)nn2-c2ccccc2)cc1,?,-6.3%,-5.0%,-5.4%,0.1%,0.0%,-12.1%,29.1%,4.5%,1.3,-27.3%
O=C(/C=C/NNC(=O)c1cccc(Br)c1)c1ccccc1,5.8%,-1.6%,27.6%,6.2%,?,-3.7%,4.5%,-41.4%,4.1%,15.6,-31.9%
CN(C(=O)c1ccccn1)C1(C(=O)NC2CCCCC2)CCCCC1,4.4%,-0.5%,-5.1%,1.4%,1.0%,-4.3%,-3.3%,-6.8%,1.1%,0.2,4.7%
Cc1cccc(OC(C)C(=O)Nc2cc(Cl)ccc2-n2cncn2)c1 (stereo not given),-4.4%,.,5.6%,-0.4%,1.5%,2.1%,-14.2%,.,-4.5%,?,-31.3%
CCCN(C(=O)C1CCCN(c2ncnc3c2nc2n3CCCCC2)C1)c1ccc(F)cc1 (stereo not given),-18.4%,11.8%,-0.4%,-2.6%,1.1%,?,-0.5%,36.1%,-9.6%,?,-46.8%
CC(C)(C)OC(=O)N1CCN(C(=O)c2[nH]cnc2C(=O)N[C@@H](Cc2ccccc2)C(=O)OCc2ccccc2)CC1,-12.8%,?,11.1%,-1.0%,-6.1%,-4.6%,7.0%,11.2µM*,2.8%,-0.7,-16.5%
O=C(c1ccco1)N1CCN(Cc2cc(=O)c(OCc3ccc(F)cc3)co2)CC1,12.5%,.,-0.6%,-6.3%,1.3%,1.2%,-4.4%,.,4.7%,-2.2,6.0%
CC(C)CNC(=O)CC(c1ccccc1)c1ccccc1,-5.0%,14.5%[10 µM],13.6%,-4.1%,-1.0%,-0.7%,13.3%,20.4%,-3.3%,4.0,-5.7%
CCc1ccc(C2C(C#N)=C(N)N(N(C)C)C3=C2C(=O)CCC3)s1 (stereo not given),6.2%,3.6%,-3.7%,-0.4%,-0.8%,0.0%,-4.9%,23.5%,3.2%,-4.6,1.4%
CNC(=O)NC(=O)C(NC1CCCc2ccccc21)c1ccccc1 (stereo not given),3.3%,11.1%,4.1%,8.9%,-0.6%,-2.3%,7.9%,-12.7%,3.3%,3.5,-22.7%
O=C(CCc1ccccc1)NCc1ccc2c(c1)OCO2,4.0%,18.9%,2.2%,0.3%,-0.4%,1.7%,-7.8%,?,-6.5%,1.4,21.6%
C/C(Cc1ccccc1)=N\NC(=O)CNC(=O)Cc1ccc(Cl)cc1,-7.1%,-0.6%,0.7%,2.6%,1.4%,-6.4%,-1.8%,0.1%,-2.5%,0.3,-5.6%
